# Assay outcomes: PubChem BioAssay, The Scripps Research Institute Molecular Screening Center
# CHO-K1 Ca ag: M1 agonist counterscreen hit in parental CHO-K1 cells | activation, % at 3 µM | actives 0.48% (n = 360,000) | Fluo-8 calcium fluorescence; scaled to maximal ATP response, vehicle zero | AID 602248; in the data active means activation above about 15%;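 further: untransfected CHO-K1 host cells lacking M1 receptor as counterscreen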
# TAAR1 antagonist: antagonists of human TAAR1; actives 1.5% (n = 360,000); inhibition, % at 3 µM; CHO RD-HGA16 TAAR1, Fluo-8 calcium fluorescence, antagonist;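 active means inhibition above a per-plate cutoff, the mean inhibition of test compounds on that plate plus 3 SD, cut at about 49% in these data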;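 further: 0% = DMSO plus EC80 beta-PEA response and 100% = DMSO alone without agonist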
# Target sequence (Q96RJ0 whole entry, looked up): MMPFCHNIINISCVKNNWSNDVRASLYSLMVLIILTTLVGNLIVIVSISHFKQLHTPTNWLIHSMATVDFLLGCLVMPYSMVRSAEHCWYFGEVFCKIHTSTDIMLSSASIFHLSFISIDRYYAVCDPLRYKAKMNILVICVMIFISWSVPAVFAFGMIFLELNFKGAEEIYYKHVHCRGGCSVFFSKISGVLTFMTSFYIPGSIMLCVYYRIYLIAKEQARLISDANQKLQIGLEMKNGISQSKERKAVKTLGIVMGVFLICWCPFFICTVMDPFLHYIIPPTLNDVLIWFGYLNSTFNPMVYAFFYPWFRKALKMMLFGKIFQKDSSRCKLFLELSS
#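 Test system: hTAAR1-expressing CHO RD-HGA16 cells, Gα16-coupled; Probe or stimulus: EC80 β-phenethylamine stimulus; Compound dosing: single nominal final test compound concentration of 3 µM; Timing: 140 s kinetic read after compound, 140 s after agonist; Signal: Fluo-8 calcium-sensitive fluorescence; Measure: % inhibition of agonist calcium response; Controls: DMSO and EC80 PEA controls.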
# CHO-K1 Ca PAM: nonselective activator or artifact in parental CHO-K1 calcium assay; ATP EC20, Fluo-8 calcium fluorescence; 0% at ATP EC20, 100% at ATP max; activation, % at 3 µM; actives 0.02% (n = 360,000);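 active means activation above the run cutoff, the mean activation of all test compounds plus 3 SD, cut at about 40% in these data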;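 further: peak over basal fluorescence ratio in a 140 s read after ATP addition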
# CHRM1 PAM: human CHRM1 positive allosteric modulation. P11229. CHO-K1 hM1, Fluo-8 calcium fluorescence, ACh EC20; 0% = ACh EC20, 100% = maximal ACh. activation, % at 3 µM. actives 0.088% (n = 360,000). AID 588819; in the data active means activation above about 19%, passing the limit was not always enough
# Target sequence (P11229 whole entry, looked up): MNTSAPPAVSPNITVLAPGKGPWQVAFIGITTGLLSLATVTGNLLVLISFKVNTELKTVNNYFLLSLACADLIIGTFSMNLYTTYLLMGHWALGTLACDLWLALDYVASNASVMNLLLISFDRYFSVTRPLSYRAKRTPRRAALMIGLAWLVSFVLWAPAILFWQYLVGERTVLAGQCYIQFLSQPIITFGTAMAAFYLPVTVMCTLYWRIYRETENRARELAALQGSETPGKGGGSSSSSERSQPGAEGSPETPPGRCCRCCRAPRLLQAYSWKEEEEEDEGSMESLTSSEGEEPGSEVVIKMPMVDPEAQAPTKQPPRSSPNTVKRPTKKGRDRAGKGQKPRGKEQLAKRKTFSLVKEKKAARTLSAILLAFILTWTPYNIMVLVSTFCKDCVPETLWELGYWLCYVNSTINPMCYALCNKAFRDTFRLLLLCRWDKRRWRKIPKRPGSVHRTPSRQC
# CHO-K1 Ca antag: nonselective inhibitor or artifact in parental CHO-K1 cells. ATP-induced calcium, Fluo-8 fluorescence. inhibition, % at 3 µM. actives 0.6% (n = 360,000). AID 602250;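 active means inhibition above a per-plate cutoff, the plate's mean sample inhibition plus 3 SD, cut at about 24% in these data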;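 further: 0% = DMSO plus EC80 ATP and 100% = DMSO alone without ATP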
# CHRM1 agonist: human M1 muscarinic receptor agonism | activation, % at 3 µM | AID 588814 | CHO-K1 hM1, Fluo-8 calcium fluorescence, agonist mode; 0% DMSO, 100% acetylcholine EC100 | actives 0.33% (n = 360,000);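 active means activation above the run's mean compound activation plus 3 SD, cut at about 16% in these data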;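 further: peak over basal fluorescence ratio within a 140 s kinetic read after compound addition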
# CHO parental Ca: counter-screen: ATP calcium response change in parental CHO cells. parental CHO-K1, ATP-induced calcium, Fluo-8 fluorescence. inhibition, % at 5.6 µM. actives 0.63% (n = 330,000);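 active means inhibition above that plate's mean sample inhibition plus 3 SD, cut at about 26% in these data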;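 further: 0% = ATP-challenged DMSO wells and 100% = DMSO wells without ATP; some compounds past the cut are filed as inactive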
#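 Assay system: parental CHO cells; Read-out basis: percent inhibition of ATP-evoked calcium rise, normalized to controls; Benchmarks: ATP and no-ATP DMSO wells; Compound dosing: single nominal dose of 5.6 µM per compound; Signal: Fluo-8 calcium dye fluorescence; Also added: ATP as calcium-mobilizing challenge; Repeats: singlicate.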
# TAAR1 agonist: human TAAR1 agonism; Q96RJ0; CHO RD-HGA16 TAAR1, Fluo-8 calcium fluorescence; vehicle wells 0%, saturating PEA agonist 100%; activation, % at 3 µM; actives 0.99% (n = 360,000); AID 624467;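 active means activation above the mean activation of all test compounds in the run plus 3 SD, cut at about 38% in these data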
#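 System: CHO-derived RD-HGA16 cells with stable Gα16 and human TAAR1 / Times: 17-24 h plating, Fluo-8 75 min 37 °C, 30 min RT / Technique: calcium-sensitive Fluo-8 signal, excitation 470-495, emission 515-575 nm / Measure: % activation relative to PEA EC100 response / Benchmarks: DMSO and PEA EC100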
# CHRM1 antagonist: blocks human M1 muscarinic receptor. P11229. CHO-K1 hM1, Fluo-8 calcium fluorescence, ACh EC80 antagonist. inhibition, % at 3 µM. actives 1.3% (n = 360,000). AID 588852;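 active means percent inhibition above its own plate's cutoff, namely the mean of that plate's compound wells plus 3 SD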;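 further: peak over basal fluorescence ratio during 140 s after agonist addition; 0% = ACh EC80 plus DMSO and 100% = DMSO alone without agonist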
# Starred values were filed as active, the others as inactive; . = no result given.
compound	CHO parental Ca	CHRM1 PAM	TAAR1 antagonist	CHO-K1 Ca ag	CHO-K1 Ca PAM	TAAR1 agonist	CHO-K1 Ca antag	CHRM1 antagonist	CHRM1 agonist
Cc1ccc(OP(=O)(Nc2c(C)n(C)n(-c3ccccc3)c2=O)Oc2ccc(C)cc2)cc1	-17	-2	5	12	8	50*	-19	1	14
COc1ccc2c(C(=O)CN3CCN(CCO)CC3)c[nH]c2c1	1	-3	5	0.9	13	12	-7	1	-3
CCOc1ccccc1NC(=O)CN(c1ccc(C)cc1)S(=O)(=O)c1c(C)noc1C	11	-12	13	0.9	17	10	-18	7	-5
O=C(c1cc(-c2ccccn2)nc2ccc(Br)cc12)N1CCN(S(=O)(=O)c2ccccc2)CC1	-20	4	1	-0.5	-8	5	9	4	-7
Cc1ccc(S(=O)(=O)NCC2CCC(C(=O)NCc3ccc4c(c3)OCO4)CC2)cc1 (stereo unspecified)	-2	-3	-8	2.1	-1	8	-4	-4	-7
O=S1(=O)c2ccccc2Nc2ccccc21	-11	7	6	2.0	-2	2	-3	-3	-5
C#CCOC(=O)C1C2C=CC(C2)C1C(=O)O (stereo unspecified)	0	11	12	0.2	9	2	-16	-5	-1
C=C(C)C1CC=C(C)/C(=N/NC(=O)c2ccccc2[N+](=O)[O-])C1 (stereo unspecified)	5	-10	0	0.3	-13	13	21	7	-5
COc1ccccc1Nc1nc(-c2ccc([N+](=O)[O-])cc2)nc2ccccc12	-8	7	0	-0.3	7	11	-8	-38	1
CCOC(=O)c1cc(C#N)c(Oc2cccc(C(F)(F)F)c2)nc1-c1ccccc1	-26	-11	19	0.3	7	0	-9	3	-4
COc1ccc(CNC(=O)CSc2ccc(Br)cc2)cc1OC	-10	3	-11	0.9	17	-1	-10	-4	-4
Cc1cc(=O)oc2cc(NC(=O)CC3(CC(=O)O)CCCC3)ccc12	-1	12	-12	0.4	7	2	-7	-17	3
CCCCc1nc2sc3c(c2c(=O)[nH]1)CCC3	-18	4	6	-0.1	19	3	-10	-35	-6
C#CCSc1nnc(-c2ccc([N+](=O)[O-])cc2)o1	-3	4	13	0.7	-3	2	-10	-1	-6
O=C(NCc1cccs1)C1CC(c2ccc(Cl)cc2)=NO1 (stereo unspecified)	-16	7	3	2.9	-3	9	5	-4	-1
Cc1ccccc1-n1c(Cn2c(=O)sc3ccccc32)nnc1SC(C)C	-24	8	-13	-0.1	20	1	-12	-8	-2
CC1(C)OC(=O)C2=C(C[C@@H](C3CCCC3)O[C@H]2c2ccc(Cl)cc2)O1	.	.	-6	0.1	13	-3	-11	.	.
COc1cc(C(=O)OCC(=O)N2CCOCC2)c([N+](=O)[O-])cc1OC	-6	8	-8	-0.2	0	1	-1	-2	1
CC(C)(C)c1cc(-c2n[nH]c(=S)n2-c2ccc(Cl)cc2)n[nH]1	-25	-3	-11	5.6	3	0	-7	11	-2
NC(=S)Nc1ccc(C(F)(F)F)cc1Cl	-17	1	3	3.4	11	1	-11	-8	-2
CCCCN(C(=O)COC(=O)CSc1cc(C)c2ccccc2n1)c1c(N)n(CCC)c(=O)[nH]c1=O	-19	-1	-11	0.2	1	-2	1	-3	-5
COc1ccccc1CCC(=O)NNC(=O)c1cccs1	12	4	-8	1.5	22	1	-13	-10	4
O=C(Nc1ccc(Nc2ccccc2)cc1)c1cc([N+](=O)[O-])ccc1Cl	2	-4	8	3.1	15	1	-1	6	0
O=C(CSc1ccc(-c2nc3ccccc3[nH]2)cn1)N1CCN(C(=O)c2ccco2)CC1	-13	-11	41	3.8	9	13	-36	5	-6
Cc1ccc(NC(=O)COC(=O)/C=C/c2ccc(Br)o2)cc1S(=O)(=O)N(C)C	-16	4	12	2.4	7	5	-14	-10	-4
COc1ccc(OC)c(C(=O)N/N=C/c2ccccn2)c1	-2	15	5	12	8	2	0	-15	1
COc1ccccc1NS(=O)(=O)c1cccc(C(=O)OCc2nc3ccccc3s2)c1	0	-3	12	3.1	9	1	2	-1	-3
Cn1c(=O)c(-c2ccccc2N)nc2ccccc21	-9	-12	11	-0.3	-9	0	-7	26	-1
O=C(CCNC(=O)c1ccc(Cl)cc1)NCCCN1CCOCC1	-11	12	-4	0.8	-4	11	-2	-7	-2
Cc1cc(C)n2nc(C(=O)NCc3ccco3)nc2n1	0	1	-7	-0.1	3	12	6	-13	-4

# (list continues)
compound	CHO parental Ca	CHRM1 PAM	TAAR1 antagonist	CHO-K1 Ca ag	CHO-K1 Ca PAM	TAAR1 agonist	CHO-K1 Ca antag	CHRM1 antagonist	CHRM1 agonist
OC(COc1ccccc1)CN1CCCCC1 (stereo unspecified)	.	3	-1	1.7	26	2	-22	-13	-4
CCC(=O)Nc1ccc(C(=O)c2ccccc2)cc1	6	4	20	0.8	16	2	-6	-1	-4
O=C(Cn1cc[n+](CC(=O)c2ccc(Cl)cc2Cl)c1)c1ccc(Cl)cc1Cl	-2	-11	-32	-0.3	-9	6	4	12	-9
CC(=O)CC(C)(C)n1nnc(-c2ccccc2)n1	-18	6	1	0.1	14	7	-1	-2	-5
COc1ccccc1NC(=S)Nc1cccc(F)c1	-6	4	12	0.8	18	1	-10	-6	-4
CCOc1cc(C)ccc1OCc1nnc(SCC(=O)c2cccc([N+](=O)[O-])c2)n1CC	-19	8	13	-0.3	-6	-1	-3	7	5
O=C(c1ccccc1)C1CCN(c2ncccc2[N+](=O)[O-])CC1	-6	8	1	1.8	11	5	-2	-7	-2
COc1ccccc1-c1nnc(SC)n1C	-2	5	16	0.2	9	6	-12	-3	-3
CCOc1ccc(CC(=O)N2CCC3(CC2)NCCc2[nH]cnc23)cc1	1	6	-17	0.1	-3	2	-4	1	-3
CC1CCCCC1NC(=O)C1CCC(CNc2c(N3CCCCC3)c(=O)c2=O)CC1 (stereo unspecified)	-1	1	-1	-0.2	7	0	-1	-2	-4
Cc1ccc(S(=O)(=O)CCC(=O)Nc2ccc3nc(C)sc3c2)cc1	-25	7	13	4.7	24	2	-18	-7	-7
Cc1ccc(C)c(N2CCN(Cc3nnnn3C3CCCCC3)CC2)c1	-16	9	2	0.0	-7	6	6	-35	2
COc1ccc(/C=C2\Oc3cc(OCC(=O)N4CCC(C(=O)O)CC4)ccc3C2=O)c(OC)c1	-7	12	.	0.3	12	.	-4	-24	-4
CC(N)C(=O)NC(C(=O)N1CCCC1C(=O)NC(c1ccccc1)c1ccccc1)C(C)C (stereo unspecified)	-7	2	-5	0.2	-6	4	-11	2	-3
Cc1ccc([C@H]2N[C@]3(CCCN(CC4CCCCC4)C3=O)[C@H]3C(=O)N(Cc4ccccc4)C(=O)[C@@H]23)cc1	.	-6	-9	0.9	-9	0	-1	14	-6
c1ccc(COn2nnc3ccccc32)c(COn2nnc3ccccc32)c1	2	-12	55*	7.6	14	8	-21	11	-7
CC(C)CN(C(=O)c1cccc([N+](=O)[O-])c1)c1c(N)n(CC(C)C)c(=O)[nH]c1=O	-12	4	8	0.9	15	1	-14	-7	-2
CCn1c(=O)c(C(=O)NCCc2ccc(Cl)cc2)c(O)c2ccccc21	-20	1	-8	0.1	-26	2	-5	0	-1
Cc1ccc(-c2cc(C(=O)NC3CCCC3)no2)cc1	-5	-2	13	2.5	0	51*	-13	-2	-2
CCN(CC)S(=O)(=O)c1ccc(C(=O)Nc2cc(C)cc(C)c2)cc1	-2	2	12	0.5	18	8	-19	-13	-6
Nc1c(C(=O)c2ccc(Cl)cc2)oc2ccccc12	-19	7	-1	-0.1	-14	0	19	-6	-2
Cc1ccc(N(CC(=O)NC(C)c2ccccc2)S(=O)(=O)c2c(C)n[nH]c2C)cc1 (stereo unspecified)	-26	14	-16	-0.5	-14	3	8	-5	-1
COc1ccc(C2CC(C(F)(F)F)n3nc(C(=O)NCCCn4ccnc4)cc3N2)cc1OC (stereo unspecified)	0	3	-13	-0.1	3	3	3	-19	-5
CN(CCN1CCOCC1)Cc1nc(-c2ccc(Cl)cc2)no1	-10	-3	-19	3.9	-2	3	-6	4	-3
O=S1(=O)C=C[C@H](COCc2ccccc2)N1	.	9	13	0.2	9	0	14	3	-5
Cn1nc2c3ccccc3n(Cc3ccccc3)c2nc1=S	-8	2	-29	1.2	12	0	-4	-3	-4
Cc1nc(CC(=O)c2c(C)cc(O)cc2O)cs1	-9	7	-14	6.0	21	4	-11	-10	6
COC(=O)c1ccc(Cn2cc(Cl)cn2)cc1	-12	2	-4	0.5	11	1	1	-1	-3
Cc1ccc(NC(=O)C(=O)NCC2CCCN2S(=O)(=O)c2cccs2)c(C)c1 (stereo unspecified)	-24	11	-11	0.6	13	3	-10	-10	-3
COCCCNS(=O)(=O)c1ccc2c(c1)OCCO2	-5	3	4	0.3	-20	3	16	1	1

# TAAR1 antagonist: hit marks shown above
Compound,CHRM1 PAM,TAAR1 antagonist,TAAR1 agonist,CHRM1 antagonist,CHRM1 agonist
c1ccc(COn2nnc3ccccc32)c(COn2nnc3ccccc32)c1,-12,55*,8,11,-7

# (continued)
compound	CHO parental Ca	CHRM1 PAM	TAAR1 antagonist	CHO-K1 Ca ag	CHO-K1 Ca PAM	TAAR1 agonist	CHO-K1 Ca antag	CHRM1 antagonist	CHRM1 agonist
O=C(O)c1ccc2c(c1)C(=O)N(CCCCCCCN1C(=O)c3ccc(C(=O)O)cc3C1=O)C2=O	5	18	4	0.7	18	-1	-5	-26	4
Cc1ccccc1C1CC(c2ccc(F)cc2)Nc2nc(N)nn21 (stereo unspecified)	-5	12	-20	0.3	-12	8	16	0	3
O=C1COc2ccc3ccccc3c21	1	9	-4	0.3	-3	0	-6	-6	-2
O=C(O)Cn1cc(C(=S)N2CCCCC2)c2ccccc21	-14	5	13	0.4	6	6	-14	-7	-1
O=C(CCN1CCN(c2ccc(Cl)cc2)CC1)Nc1nccs1	-7	0	4	4.4	25	9	-21	4	-2
Cc1ccc(S(=O)(=O)Nc2ccc(-c3nnc(SCC#N)n3C)cc2)cc1	-1	-2	-9	-0.4	3	8	-1	12	-3
C#CCOCCOCCOCCNc1nc(N2CCN(C(=O)C([C@@H](C)CC)n3cc(C(N)Cc4ccc(O)cc4)nn3)CC2)nc(N2CCN(C(=O)[C@H](CCC(=O)O)n3cc(C(N)Cc4ccc(O)cc4)nn3)CC2)n1 (stereo partly specified)	0	6	.	-0.7	13	.	-11	-13	-4
Cc1c(C(=O)N2CCc3ccccc3C2)sc2nc(-c3ccccc3)cn12	-23	-6	-6	1.5	-6	0	6	3	-7
